KDM5B inhibitor: inhibitors of human KDM5B histone demethylase; 220,000 tested, 2.6% active; Potency, µM (top dose mostly 57.7 µM), for inactives: top-dose activity change, negative = inhibition, actives largely listed as inhibitors; KDM5B demethylase, FDH-coupled NADH fluorescence (FDH is formaldehyde dehydrogenase); Q9UGL1; active means well fitted inhibition curve with a large enough effect; inconclusive means small, poorly fitted or top-dose-only effect; inactive means no such curve, though single readings can be large or run the other way; further: 0% is about no effect; nearly all actives have a fitted effect of over 70% in size
Target sequence (Q9UGL1 whole entry, looked up): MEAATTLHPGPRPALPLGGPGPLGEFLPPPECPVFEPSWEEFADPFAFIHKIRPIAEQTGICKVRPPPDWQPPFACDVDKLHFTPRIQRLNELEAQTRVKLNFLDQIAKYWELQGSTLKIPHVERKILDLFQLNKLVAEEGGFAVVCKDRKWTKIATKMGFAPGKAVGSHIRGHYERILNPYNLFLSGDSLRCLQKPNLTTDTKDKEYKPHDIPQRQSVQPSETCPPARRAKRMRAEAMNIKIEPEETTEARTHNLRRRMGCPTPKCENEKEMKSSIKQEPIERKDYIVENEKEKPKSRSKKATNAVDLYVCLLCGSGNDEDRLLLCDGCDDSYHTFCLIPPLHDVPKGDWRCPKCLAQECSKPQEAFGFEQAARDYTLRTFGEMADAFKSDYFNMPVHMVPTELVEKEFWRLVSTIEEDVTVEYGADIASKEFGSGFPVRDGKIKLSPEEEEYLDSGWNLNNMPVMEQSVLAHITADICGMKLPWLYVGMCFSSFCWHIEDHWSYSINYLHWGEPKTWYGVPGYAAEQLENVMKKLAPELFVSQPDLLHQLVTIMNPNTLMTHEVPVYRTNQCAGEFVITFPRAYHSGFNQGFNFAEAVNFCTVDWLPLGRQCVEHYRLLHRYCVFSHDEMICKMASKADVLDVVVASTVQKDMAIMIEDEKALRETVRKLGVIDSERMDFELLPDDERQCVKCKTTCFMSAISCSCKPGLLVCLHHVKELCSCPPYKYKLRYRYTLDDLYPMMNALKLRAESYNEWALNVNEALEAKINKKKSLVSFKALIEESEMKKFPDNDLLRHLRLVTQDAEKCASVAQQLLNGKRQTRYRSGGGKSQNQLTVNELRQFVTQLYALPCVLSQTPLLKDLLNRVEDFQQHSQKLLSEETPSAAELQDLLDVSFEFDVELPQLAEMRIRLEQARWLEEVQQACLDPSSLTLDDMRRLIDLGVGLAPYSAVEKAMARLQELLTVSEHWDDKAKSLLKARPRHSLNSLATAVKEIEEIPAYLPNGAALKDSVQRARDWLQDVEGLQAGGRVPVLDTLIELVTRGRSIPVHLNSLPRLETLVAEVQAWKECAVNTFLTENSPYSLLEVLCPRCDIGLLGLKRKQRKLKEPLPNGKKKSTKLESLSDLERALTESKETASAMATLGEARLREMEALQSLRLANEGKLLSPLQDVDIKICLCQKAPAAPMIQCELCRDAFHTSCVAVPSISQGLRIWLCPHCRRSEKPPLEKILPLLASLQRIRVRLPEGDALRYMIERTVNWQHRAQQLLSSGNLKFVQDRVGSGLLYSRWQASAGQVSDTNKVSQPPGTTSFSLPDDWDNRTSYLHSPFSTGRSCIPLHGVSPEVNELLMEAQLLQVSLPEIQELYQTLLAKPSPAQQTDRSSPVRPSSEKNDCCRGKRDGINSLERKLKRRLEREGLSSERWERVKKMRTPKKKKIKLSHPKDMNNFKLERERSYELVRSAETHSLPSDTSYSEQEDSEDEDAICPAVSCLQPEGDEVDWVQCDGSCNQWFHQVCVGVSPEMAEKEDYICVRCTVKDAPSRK
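Coupled FDH/NAD⁺ fluorescence readout. KDM5BΔAP 200 nM final; compound titration, 10 min RT preincubation; substrate mix 12.5 µM H3K4me3, 25 µM 2-OG, 50 µM Fe(II), 100 µM ascorbate, 0.25 mM NAD⁺, 0.25 U/mL FDH; ΔRFU over 30 min.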
* marks the source's active call; other numbers are inactive results; i = inactive; ? = inconclusive; [ ] = dose if it differs, or a comment. Potency means the concentration at half of the fitted maximal effect. A portion of the library (hit frequency here may not be typical).

Sample of the layout:
SMILES	KDM5B inhibitor
CCOC(=O)C(=O)N1CCC(C(=O)OCC)CC1	-4%
CC(C)(C)c1cc(CNC(=O)CC2C(=O)NCCN2CC2CCCCC2)[nH]n1 (stereo unspecified)	?
N#Cc1nc(/C=C/c2ccccc2)oc1N1CCCC1	i
COCC1CN(C2CCC2)CC12CCN(C(=O)COc1cccc(C)c1)CC2 (stereo unspecified)	?

The whole of this part, from the first entry:
SMILES	KDM5B inhibitor
CCOC(=O)C(=O)N1CCC(C(=O)OCC)CC1	-4%
CC(C)(C)c1cc(CNC(=O)CC2C(=O)NCCN2CC2CCCCC2)[nH]n1 (stereo unspecified)	?
N#Cc1nc(/C=C/c2ccccc2)oc1N1CCCC1	i
COCC1CN(C2CCC2)CC12CCN(C(=O)COc1cccc(C)c1)CC2 (stereo unspecified)	?
COc1ccc(CN2CCc3oc(C)c(C(=O)N4CCCCCC4)c3C2)cc1	?
COc1cc(C(=O)COC(=O)CCCOc2ccc(Cl)cc2Cl)cc(OC)c1OC	11%
Cc1ccc(NC(=O)CSc2cc(=O)n(C)c3ccc(Cl)cc23)c(Br)c1	-16%
CCOc1ccc(OC(=O)c2ccccc2C(=O)c2ccccc2)cc1	-8%
CCc1ccc2occ(CC(=O)Nc3sc4c(c3C(=O)OC)CCC4)c2c1	19%
CCCSC1=C(C#N)C(c2ccc(CC)cc2)CC(=O)N1 (stereo unspecified)	10%
Cc1ccc(NC(=O)c2sc3nc(C)nc(N4CCN(c5ccccn5)CC4)c3c2C)c(C)c1	?
FC(F)(F)c1ccc(-c2csc(-c3ccno3)n2)cc1	-5%
CCc1ccc(NC(=O)CSc2nc3c([nH]c4ccccc43)c(=O)n2-c2ccc(C)cc2)cc1	?
O=S(=O)(c1ccc2ccccc2c1)n1nc(-c2ccco2)nc1NCc1cccc(Cl)c1	-9%
COCCn1c(CO)nnc1C1CC(NC(=O)c2ccc3c(c2)CCO3)C1 (stereo unspecified)	14%
CCc1ccc(CNC(=O)c2cnc(N3CCCCC3)c3ccccc23)cc1	?
CCOC(=O)c1c(C)[nH]c(C(=O)N2CCN(CC)CC2)c1C	9%
O=C(c1ccc(F)c(Cl)c1)N1CCN(c2cc(-c3ccccc3)[nH]n2)CC1	17%
Cc1cccc(NC(=O)CSc2cn(CC(=O)N3CCOCC3)c3ccccc23)c1	7%
O=C(NCc1cccc(CNC(=O)C2CCCC2)c1)C1CCCC1	19%
COc1ccc(Br)cc1-c1nc(C)c(C(=O)Nc2ccccc2)s1	-11%
CCc1ccc(-n2c(SCc3ccccc3C)nc3[nH]ncc3c2=O)cc1	-14%
COCCN1C(=O)[C@H]2CN(Cc3ccccc3)C[C@H]2C1=O	26%
COc1ccccc1S(=O)(=O)Cc1ccc(C(=O)NCc2ccc(Cl)cc2)o1	15%
CCC(CC)n1c(=O)n(CCCc2cccnc2)c2cc(C(=O)O)cnc21	30%
COc1ccc(-c2c(C)nn3c(N4CCC(C(=O)NCCC(C)C)CC4)cc(C)nc23)cc1OC	-4%
O=C(NCc1ccc2c(c1)OCO2)c1ccc(N2CC3CC(C2)[C@H]2CCCC(=O)N2C3)nc1 (stereo partly specified)	-29%
O=C(NC1CCC1)C1CN(C(=O)Cn2nnc(-c3ccc(F)cc3)n2)CCO1 (stereo unspecified)	20%
CCCC(=O)N1CCC(C(=O)O)CC1	10%
Cn1nccc1C(=O)N1CCCC(c2nc(-c3ccccc3)no2)CCNC(=O)CC1 (stereo unspecified)	-30%
O=c1c2[nH]c3ccccc3c2nc(SCc2ccccc2F)n1-c1ccc(F)cc1	-5%
CSc1cccc(Nc2nc(N)c(C(=O)c3ccccc3F)s2)c1	-14%
CC1CC(=O)Nc2ccccc2N1C(=O)Nc1ccc(F)cc1F (stereo unspecified)	31%
Cc1occc1-c1nnc(SCC(=O)c2cc(C)n(C3CC3)c2C)n1C	3%
COCCCNC(=O)C1CCC(Cn2c(=O)c3sccc3n(Cc3ccc(F)cc3)c2=O)CC1 (stereo unspecified)	12%
CS(=O)(=O)CC[C@H](NC(=O)C1=C[C@@H](NC(=O)Nc2ccc(F)cc2F)[C@@H](O)[C@H](O)C1)C(N)=O	-23%
NC(=O)C1CCN(C(=O)CC(c2ccccc2)c2cccc(Cl)c2)CC1 (stereo unspecified)	14%
CCc1cccc(OCC(=O)c2ccc3c(c2)N(CCCC(=O)NCC2CC2)C(=O)CO3)c1	?
COc1cccc(Cc2nc3ccccc3nc2SCC(=O)NCc2ccc(C)cc2)c1	13%
Cc1ccc(CNC(=O)C2CCCN(Cc3nc(-c4cccc(C)c4)oc3C)C2)cc1 (stereo unspecified)	4%
O=C(NCc1ccc(F)cc1)NC(=O)c1ccc(Cl)cc1	27%
O=C(Nc1ccc(-c2cn3cccnc3n2)cc1)c1ccccc1F	?
Cc1ccccc1NC(=O)CSc1nccn1C	18%
COc1ccc(-c2csc(NC(=S)NC(=O)/C=C/c3ccco3)n2)cc1Br	7%
CCc1ccc(NC(=O)Cn2c(=O)ccc3cc(S(=O)(=O)N4CCCC4)ccc32)cc1	-24%
O=C(NC1CCN(c2cc(-c3ccc(Cl)cc3)[nH]n2)C1)c1ccc(Br)cc1 (stereo unspecified)	?
O=C(CSc1ccccn1)Nc1ccc2c(c1)OCO2	3%
CCOc1ccc(C2NC(=O)c3c(COC)cc(C)nc3N2Cc2ccccc2)cc1OC (stereo unspecified)	?
COC(=O)CN1CCN(c2nc3c(c(=O)[nH]c(=O)n3C)n2Cc2cccc3ccccc23)CC1	4%
Cc1cc(SCC(=O)NN2C(=O)NC3(CCCCC3)C2=O)nc2c(C)cccc12	6%
CC(CCN1CCC(C(O)(c2ccccc2)c2ccccc2)CC1)Oc1cccc(C(F)(F)F)c1 (stereo unspecified)	6%
O=C(CC1COCCN1C(=O)c1cc(F)ccc1F)NCc1cccnc1 (stereo unspecified)	-1%
CCCCNC(=O)[C@H]1CCC[C@H]1NC(=O)c1ccc(OC)nc1	-3%
O=C(Nc1ccc2c(c1)OCCO2)C1CN(S(=O)(=O)C2CC2)CC12CCCCC2 (stereo unspecified)	-28%
COC(=O)c1ccc2nc(C[C@@H]3C[C@@H](C(C)C)[C@H](CNC(=O)CCC(=O)O)C=C3C)[nH]c2c1	?
C/C(=N/Nc1ccc2ccccc2c1)c1ccccc1	?
CC(C)C(=O)N(C)Cc1cc(=O)[nH]c2ccccc12	-10%
c1cc(-c2noc([C@@H]3Cc4nc[nH]c4CN3CC3CCCCC3)n2)ccn1	35µM*
O=C(Nc1nn(Cc2c(Cl)cccc2Cl)cc1Cl)c1nc2ncccn2n1	-18%
N#C/C(=C/C=C/c1ccccc1)C(=O)NC1CC1	-11%
The list continues:
SMILES	KDM5B inhibitor
CCOc1ccccc1NC(=O)COC(=O)c1ccc2ccccc2n1	-8%
O=C(CCC1CCCN(Cc2cc3c(cc2Cl)OCO3)C1)Nc1ccccc1F (stereo unspecified)	-1%
COc1ccc(Cl)cc1C(C(=O)O)N1CCN(c2ncccc2C)CC1 (stereo unspecified)	-16%
Cc1ccc2[nH]c(C(=O)NCc3ccccc3C)cc2c1	?
COc1ccc(CN2C[C@@H]3[C@H](C2)N(CC2CCOCC2)C(=O)C(C)(C)[S+]3(=O)[O-])cc1O	-8%
CCCCOc1nc2ccccc2nc1NS(=O)(=O)c1ccc(F)cc1	17%
CCOCCN1C(=O)COC[C@@H]1[C@H](O)c1ccc(NC(=O)c2ccc(F)cc2)cc1	11%[86.2 µM]
Cc1nn(-c2ccccc2)c(C)c1CN(C)S(=O)(=O)c1ccc(Cl)cc1F	-11%
CSc1nc(C(=O)N2CCCC(Nc3ccc(C)c(C)c3)C2)cs1 (stereo unspecified)	23%
COc1ccc(C(=O)c2ccc(-c3ccc(OC)cc3)nc2)cc1	15%
O=C(Nc1cnc(-c2ccc(Cl)cc2)nc1)c1cccs1	?
O=C(c1ccccc1Cl)N1CCC2(CC1)CCN(Cc1cccs1)c1ccccc1O2	?
CC(NC(=O)CN1CSCC1=O)c1ccccc1Cl (stereo unspecified)	-6%
CCn1c(C)cc(C(=O)COC(=O)c2c(C)nn(Cc3ccc(C)cc3)c2Cl)c1C	-17%
Cc1cnc(NC(=O)c2c(-c3ccccc3)noc2C)s1	16%

An excerpt from above in order of the KDM5B inhibitor value, high to low.
SMILES	KDM5B inhibitor
CSc1nc(C(=O)N2CCCC(Nc3ccc(C)c(C)c3)C2)cs1 (stereo unspecified)	23%
Cc1cnc(NC(=O)c2c(-c3ccccc3)noc2C)s1	16%
COc1ccc(C(=O)c2ccc(-c3ccc(OC)cc3)nc2)cc1	15%
CC(NC(=O)CN1CSCC1=O)c1ccccc1Cl (stereo unspecified)	-6%
COc1ccc(CN2C[C@@H]3[C@H](C2)N(CC2CCOCC2)C(=O)C(C)(C)[S+]3(=O)[O-])cc1O	-8%
Cc1nn(-c2ccccc2)c(C)c1CN(C)S(=O)(=O)c1ccc(Cl)cc1F	-11%

Next records follow:
SMILES	KDM5B inhibitor
Cc1ccc(C)c(-n2nnnc2SCC(=O)Nc2ccc3nccnc3c2)c1	?
CCn1cc(S(=O)(=O)N2CCCC(C(=O)NCc3c(Cl)cnn3CC)C2)c(C)n1 (stereo unspecified)	11%
COc1ccc(-c2cc3c(=O)n(CCNC(=O)c4cc(F)cc(F)c4)ccn3n2)cc1	?
CN(CCO)c1nc2c(c(=O)[nH]c(=O)n2C)n1Cc1ccccc1Cl	-12%
CN(CCc1ccccn1)C(=O)CCC[C@@H]1[C@H]2CCCN3CCC[C@@H](CN1C(=O)c1ccccc1)[C@@H]23	?
CCOc1ccc(C(=O)c2cn(CC(=O)Nc3cccc(OC)c3)c3cc4c(cc3c2=O)OCCO4)cc1	?
Cc1cc(Nc2ccc(F)cc2)n2c(nc3ccccc32)c1C#N	?
O=C(CCN1C(=O)C2CC=CCC2C1=O)Nc1nccs1 (stereo unspecified)	11%
COc1ccc(C)cc1NC(=O)c1cc(S(=O)(=O)N2CCc3ccccc3C2)ccc1F	?
COC(=O)CC(NC(=O)Nc1cccn2nc(C)nc12)c1ccccc1 (stereo unspecified)	9%
N#Cc1ccc(CN2CCN(C(=O)c3ccc(Cn4nnc5ccccc54)cc3)CC2)cc1	10%
O=C(Nc1cccc(Cl)c1)C1Sc2nnc(-c3ccccc3)n2NC12CCCCC2 (stereo unspecified)	12%
CCCCCCCCCCOc1ccc(OC(=O)c2cccnc2)cc1	16%
Cc1ccc(C(=O)N[C@H]2CO[C@H]3[C@@H]2OC[C@@H]3n2nnnc2Oc2ccccc2)cc1	9%[86.2 µM]
O=C(NCc1ccccc1)c1cnc2ccccc2n1	-26%
Cc1cccc(OCCc2noc(C3CN(C(=O)CCc4ccccc4)C3)n2)c1	-17%
COc1ccccc1CCNC(=O)C1CCN(c2nc3ccccc3nc2C(F)(F)F)CC1	-12%
COc1ccc(-c2c(C)nn3c(C(F)(F)F)cc(C)nc23)cc1OC	-20%
CCCCc1cn(CC2CCN(C(=O)c3sc(C)nc3C)CC2)nn1	-22%
O=C(CCn1ccn2nc3c(c2c1=O)CCCC3)NCc1ccccc1Cl	-5%
Cc1ccc(-c2cn3c(n2)sc2cc(C(=O)NCc4cccs4)ccc23)c(C)c1	?
Cc1ccc(NC(=O)C(Sc2nnc(-c3ccoc3C)o2)c2ccccc2)cc1Cl (stereo unspecified)	-4%
Cc1ccc(-c2nc(C#N)c(N3CCC(C(N)=O)CC3)o2)cc1	?
O=C(CCN1N=C(c2ccccc2)CCC1=O)NCCc1ccc(Cl)cc1	-24%
Cc1cc(=O)oc2cc(OCC(=O)N(C)C3(C#N)CCCCC3)ccc12	?
CC(=O)Nc1ccc(C(=O)COc2ccc(C(C)=O)cc2)cc1	4%
C[S+](=O)([O-])N1Cc2ccccc2CC2(CCN(Cc3cccnc3)CC2)C1	27%[115 µM]
Cc1nc(-c2cccs2)c(CC(=O)Nc2ccc3c(c2)OCCO3)s1	-22%
COc1ccccc1N1CN(CCCN(C)C)Cn2c1nc(C)c(C)c2=O	67%[activator]
CCOC(=O)c1ccc(N2C(=O)c3n[nH]c(-c4ccco4)c3C2c2cccc(F)c2)cc1 (stereo unspecified)	?
Cc1c(C(=O)O/N=C(\N)c2ccccn2)cccc1[N+](=O)[O-]	-22%
Nc1nccnc1C(=O)NCC1CCC1	?
COc1cc(OC)cc(N2C(=O)[C@@H]3C[C@@H](NC(=O)c4ccncc4)CCN3C2=O)c1	?
COc1ccc(CCC(=O)N2CCC(N3CC4CC(C3)[C@H]3CCCC(=O)N3C4)CC2)cc1 (stereo partly specified)	-4%
Cc1cccc(-c2nc(CCNC(=O)c3ccccc3Br)cs2)c1	-46%
Cc1cccc(NC(=O)Nc2ccc(C)n(CC(=O)NCCN3CCCCC3)c2=O)c1	?
Cc1ccc(F)cc1NC(=O)CN1N=C(c2ccccc2)c2cc(Cl)ccc2S1(=O)=O	11%
CCOc1ccccc1CNS(=O)(=O)c1cc(-c2onc(C)c2C)ccc1OC	?
CCOC(=O)CCc1c(C)nc2c(-c3ccccc3)c(C)[nH]n2c1=O	?
CCNc1cc(N2CCC(CCC(=O)Nc3ccc4c(c3)OCCO4)CC2)ncn1	-11%
CC(C)CNC(=O)Cc1ccc(-n2c(=O)c3ccccc3n(Cc3ccccc3F)c2=O)cc1	22%
CCOCC(=O)N1CCCC1c1nc(CCOc2cccc(C)c2)no1 (stereo unspecified)	-1%
